Screening results as filed in PubChem.
SMARCA2 activ: SMARCA2 (BRM) function activators, primary screen, cell-based, luminescence, high throughput | MG213 cells, MMTV-luciferase reporter, dexamethasone, overnight | activation, % at 9.1 µM | 370,000 tested, 1% active; in the data active = activation above about 7.8%;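 also: 0% = vehicle wells and 100% = reference activator wells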
ADAM10 inh: human ADAM10 inhibitors, primary screen, biochemical, QFRET, HTS; inhibition, % at 7 µM; recombinant ADAM10, EDANS/DABCYL FRET peptide cleavage, 3 h; Disintegrin and metalloproteinase domain-containing protein 10 (Homo sapiens), O14672; 370,000 tested, 0.62% active; AID 720582, 2013;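 active = inhibition above a per-campaign cutoff equal to the mean of compounds falling between control-based bounds plus 3 SD, cut at about 20% in these data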;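 also: 0% = DMSO wells while the 100% control is not disclosed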
Target sequence (O14672 214-748 limits assumed): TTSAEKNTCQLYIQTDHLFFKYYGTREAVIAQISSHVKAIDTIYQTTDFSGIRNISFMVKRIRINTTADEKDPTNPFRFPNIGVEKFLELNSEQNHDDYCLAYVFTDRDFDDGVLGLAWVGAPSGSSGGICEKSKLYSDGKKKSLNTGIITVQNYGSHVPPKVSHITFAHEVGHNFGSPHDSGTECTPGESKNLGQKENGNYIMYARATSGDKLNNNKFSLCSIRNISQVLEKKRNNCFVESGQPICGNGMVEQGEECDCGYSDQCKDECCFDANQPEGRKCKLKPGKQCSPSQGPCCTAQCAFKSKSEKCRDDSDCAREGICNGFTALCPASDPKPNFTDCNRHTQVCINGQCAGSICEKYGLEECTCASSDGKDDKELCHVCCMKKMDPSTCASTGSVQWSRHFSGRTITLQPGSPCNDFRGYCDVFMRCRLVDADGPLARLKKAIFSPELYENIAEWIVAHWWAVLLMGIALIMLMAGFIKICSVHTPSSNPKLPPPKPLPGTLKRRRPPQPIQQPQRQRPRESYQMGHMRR
ssDAF12 agonist: S. stercoralis DAF-12 nuclear receptor activators, primary screen, cell-based, luminescence, HEK293, GRIP1 co-expression, lit1-tk-luc; Nuclear hormone receptor DAF-12 (Strongyloides stercoralis); HEK293 ssDAF-12/GRIP1 lit1-tk-luc reporter; % of 3 µM dafachronic acid response; activation, % at 6.8 µM; 370,000 tested, 1% active;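 active = activation above the mean over all tested compounds plus 3 SD, cut at about 0.9% in these data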;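 also: 0% = DMSO-only wells and 100% = 3 µM delta7-dafachronic acid wells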
GAA850 FXN act: FXN promoter activators, primary screen, cell-based, luciferase luminescence, HEK293 lucGAA850 | activation, % at 6 µM | HEK293 lucGAA850 FXN promoter luciferase reporter, 24 h; percent of 10 µM SAHA response | 360,000 tested, 0.56% active;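 active = activation above the average of all compounds screened plus 3 SD, cutoff fixed separately per campaign, cut at about 7.5% in these data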;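 also: 0% = DMSO wells and 100% = 10 µM SAHA wells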
DAX1 inh-1: DAX1 (NR0B1) inhibitors, primary screen, cell-based, HEK293, Gal4-DAX1, luciferase luminescence; Nuclear receptor subfamily 0 group B member 1 (Homo sapiens), P51843; HEK293 Gal4-DAX1 luciferase reporter; inhibition, % at 6.75 µM; 340,000 tested, 0.99% active; AID 504766, 2011;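 active = inhibition above the mean over all tested compounds plus 3 SD, cut at about 4.2% in these data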;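 also: 0% = DAX1-transfected cells with DMSO and 100% = empty-vector control cells with DMSO; inhibition shows as a rise in luminescence from relieved DAX1 repression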
Target sequence (P51843 207-470 limits assumed): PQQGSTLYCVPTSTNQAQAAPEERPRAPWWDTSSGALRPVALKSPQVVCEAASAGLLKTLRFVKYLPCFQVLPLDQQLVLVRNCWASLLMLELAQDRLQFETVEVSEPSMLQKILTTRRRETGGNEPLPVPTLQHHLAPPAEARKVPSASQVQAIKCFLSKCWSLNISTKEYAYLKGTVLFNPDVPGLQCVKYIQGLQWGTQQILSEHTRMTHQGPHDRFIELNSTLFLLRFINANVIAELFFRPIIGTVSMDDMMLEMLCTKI
PG9 binder: binders of HIV-1 gp120 antibody PG9, primary screen, biochemical, TR-FRET; HIV-1 gp120 / PG9 antibody interaction; TR-FRET gp120-PG9 antibody binding; inhibition, % at 6.7 µM; 360,000 tested, 0.43% active; in the data active = inhibition above about 8.5%
DAX1 inh-2: DAX1 (NR0B1) inhibitors on StAR promoter, primary screen, cell-based, luminescence, SF-1 (NR5A1), full-length DAX-1; HEK293T StAR-luciferase reporter, SF-1/DAX-1 repression relief; inhibition, % at 6.8 µM; 370,000 tested, 1.1% active; AID 652010, 2013;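 active = inhibition above the mean over all tested compounds plus 3 SD, cut at about 3.6% in these data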;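 also: 0% = DAX-1 cells with DMSO and 100% = cells lacking DAX-1 with DMSO; higher inhibition means more luminescence from relief of DAX-1 repression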
NPR1 activator: GC-A stimulated cGMP production enhancers – HEK293 GC-A cells, cGMP TR-FRET, EC30 ANP, primary screen; 0% at EC30 ANP, 100% saturating ANP; Atrial natriuretic peptide receptor 1 (Homo sapiens), P16066; activation, % at 10 µM; AID 1671463, 2021; 370,000 tested, 0.14% active; in the data active = activation above about 40%
ADAM17 inh: ADAM17 inhibitors, primary screen, biochemical, QFRET; Disintegrin and metalloproteinase domain-containing protein 17 (Homo sapiens), P78536; recombinant ADAM17, EDANS/DABCYL FRET peptide cleavage; inhibition, % at 6.95 µM; 370,000 tested, 0.83% active; AID 720648, 2013;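 active = inhibition above the mean of compounds lying between control limits plus 3 SD, set per campaign, cut at about 8.5% in these data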;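 also: 0% = DMSO-only wells as the low control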
hcDAF12 agonist: H. contortus DAF-12 nuclear receptor activators, primary screen, cell-based, luminescence, HEK293, lit1-tk-luc reporter. 370,000 tested, 1.4% active. activation, % at 6.8 µM. HEK293 hcDAF-12 lit1-tk-luc reporter; 0% DMSO, 100% Δ7-dafachronic acid. AID 652067, 2013;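 active = activation above the mean of all tested compounds plus 3 SD, cut at about 5.5% in these data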;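 also: 100% = response to 3 µM Δ7-dafachronic acid high control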
hgDAF-12 ag: H. glycines DAF-12 receptor agonists, primary screen, cell-based, luminescence, HEK293, GAL4 fusion, UAS-luciferase; 370,000 tested, 1.8% active; HEK293 GAL4-hgDAF12 UAS-luciferase reporter, agonist luminescence; normalized to butyrate control; activation, % at 6.8 µM; Nuclear hormone receptor DAF-12 (Heterodera glycines), GAL4 fusion; AID 687014, 2013;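 active = activation above a cutoff set at the mean of all screened compounds plus 3 SD, cut at about 10% in these data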;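 also: 0% = DMSO wells and 100% = sodium butyrate wells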
An asterisk follows results filed as active; i = inactive; . = no result given. Not a hit list; any-hit rate near 6.8%.

SMILES	SMARCA2 activ	ADAM10 inh	ssDAF12 agonist	GAA850 FXN act	DAX1 inh-1	PG9 binder	DAX1 inh-2	NPR1 activator	ADAM17 inh	hcDAF12 agonist	hgDAF-12 ag
c1ccc(N2CCN(c3ncccn3)CC2)cc1	0	-7	-1.2	2.3	-0.5	-1.1	0.3	5	-3	-0.2	2.6
C=CC[C@@H](CC(=O)N(CCO)Cc1ccccc1)C(=O)NC[C@@H](OC(=O)[C@@H](CC=C)Cc1ccc(F)cc1)c1ccccc1	-1	20	-1.4	-2.4	-0.6	-2.4	-0.7	-4	10.0*	-3.2	-0.1
Cc1ccc(-c2nn(-c3ccc(F)cc3)cc2C(=O)NCC2CCCO2)cc1 (stereo not given)	1	2	-1.1	1.5	0.6	0.0	-0.6	1	2	-1.2	0.0
CCOC(=O)c1cccc(NC(=O)/C=C/c2ccc([N+](=O)[O-])cc2)c1	-5	9	-1.5	-0.9	-1.7	0.4	-0.3	-1	0	-0.8	-0.5
CCCCn1c(=O)[nH]c(=O)c2c1nc(-c1cc3c(cc1Br)OCO3)n2C	-1	-2	-2.0	4.4	2.0	0.5	-0.7	2	0	-1.7	-3.4
OC/C(Br)=C(\Br)CO	-4	-6	-1.7	0.6	1.4	-1.4	1.1	0	-5	-0.3	-3.2
C/C(=N\NC(=O)C(C)n1nc(C)c([N+](=O)[O-])c1C)c1ccccc1O (stereo not given)	-2	2	-1.7	-5.2	-2.3	-0.5	-1.1	2	-4	-1.0	5.5
CCCCNc1c(-c2ccc(-c3ccc(C(C)=O)cc3)c(OC)c2)nc2cc(C)ccn12	1	-14	-1.7	-1.2	-1.9	-0.1	0.7	-1	-3	-1.4	-1.5
CCOC(=O)CC1C(=O)NCCN1Cc1cccs1 (stereo not given)	1	2	-1.7	1.4	-0.5	-2.3	-0.2	2	0	-0.1	-0.9
COC(=O)C1CN(C(=O)COc2cccc(C)c2C)c2ccccc2O1 (stereo not given)	2	2	-1.3	0.9	1.4	1.9	0.1	-7	2	0.7	0.8
CSc1ccccc1NC(=S)NC1CCCC1	-2	-1	-0.9	0.9	0.8	-1.1	-0.1	-2	-3	0.4	-0.5
COc1cccc(/C=N/Nc2ncccc2[N+](=O)[O-])c1OC	-1	1	-0.9	-8.1	-7.3	0.0	1.7	4	0	2.3	3.0
CNS(=O)(=O)c1cnccc1N1CCN(c2cccc(C(F)(F)F)c2)CC1	1	6	-1.4	-0.6	0.1	-1.7	-1.1	-2	-1	-2.9	-1.5
COCCNCC(=O)N1CCCCCC1	-3	-6	-1.3	-0.3	-0.3	0.9	-0.1	2	-3	0.1	-0.3
CC1C(c2ccccc2)=Nn2c(=O)n(-c3ccccc3)c(=O)n21 (stereo not given)	1	-143	-0.5	-1.3	0.5	0.9	-0.8	3	-31	0.0	-1.3
CCOC(=O)N1CCC(N(CCN(C)C)C(=S)Nc2ccccc2C)CC1	1	-4	-1.0	0.0	0.6	-1.3	0.7	5	-2	1.3	1.4
CC(=O)c1ccc(NC(=S)Nc2cccc3ccccc23)cc1	-1	-88	-0.8	-1.3	0.1	0.2	-3.5	-2	-28	-0.8	-0.1
CC(=O)Nc1ccc(S(=O)(=O)NCc2ccc(C)cc2)cc1	-3	-11	-1.7	-0.4	-0.3	-1.9	-1.4	3	-3	0.2	-1.7
COc1ccccc1NC(=O)c1cc(-c2ccc(C)o2)nc2ccccc12	-2	-58	-0.6	-0.3	-0.8	-2.0	-0.2	5	-13	-2.2	-1.4
CCC(C)(C)NC(=O)C(C(C)C)N(CC1CCCO1)C(=O)CNS(=O)(=O)c1ccc(F)cc1 (stereo not given)	0	-3	-1.2	-1.3	-0.3	-1.5	-0.3	3	-2	-0.4	1.3
FC(F)(F)c1cccc(OCc2noc(-c3ccsc3)n2)c1	3	-7	-1.3	3.0	5.5*	-2.0	-0.3	0	0	-1.2	1.4
CC(=O)c1cccc(NC(=O)c2ccc(C(=O)Nc3cccc(C(C)=O)c3)nc2)c1	2	2	-2.1	-0.8	-0.1	0.2	0.6	3	-4	-1.4	-0.9
O=C(NCCN1CCOCC1)C(=O)NCC1OCCN1S(=O)(=O)c1cc(F)ccc1F (stereo not given)	0	-17	-1.0	1.5	0.0	-1.4	0.1	3	-6	0.6	-0.3
CS(=O)(=O)Nc1ccc(Br)cc1C(=O)c1ccccc1	1	3	-1.6	-0.5	-1.5	1.2	0.4	0	2	-0.9	-0.7
CCO[C@H]1OC(C(=O)O)=C[C@@H](c2ccc(C(F)(F)F)cc2)[C@@H]1CCCO	0	7	-1.2	0.7	0.8	0.6	0.1	4	0	-0.8	-0.7

Further compounds:
SMILES	SMARCA2 activ	ADAM10 inh	ssDAF12 agonist	GAA850 FXN act	DAX1 inh-1	PG9 binder	DAX1 inh-2	NPR1 activator	ADAM17 inh	hcDAF12 agonist	hgDAF-12 ag
CC(C)(C)OC(=O)N[C@H]1C=C[C@@H](CC(=O)OCC(F)(F)F)C1	4	-6	-0.5	.	.	-1.4	1.8	3	-2	0.1	5.9
CCN(CC(=O)Nc1ccc(NC(C)=O)cc1)CC(=O)Nc1cc(C)on1	1	-11	-1.0	0.5	0.7	-1.2	1.0	1	-1	0.2	-0.6
CCOc1ccccc1OCC(=O)NNC(=S)NC1CCCCC1	-2	1	-1.3	-0.7	3.8	0.6	0.2	2	-3	-0.6	0.7
COc1ccccc1CNC(=O)COc1ccc(S(=O)(=O)N2CCOCC2)cc1	-2	-8	-0.8	0.6	-0.7	-2.0	-0.6	1	2	-1.6	-1.7
Cc1cccc(C)c1N1CCN(S(=O)(=O)c2ccc(F)cc2)CC1	-1	6	-1.0	-0.3	0.5	0.0	0.1	-2	-3	-1.1	-2.0
CCOc1cc(N2CCOCC2)c(OCC)cc1NC(=O)Cc1cn2ccsc2n1	-2	3	-1.4	1.1	-1.1	-1.2	-0.3	4	0	-1.6	-1.2
Cc1ccc(C)c(C(=O)CCC(=O)Nc2ccc(F)cc2)c1	-1	3	-1.6	1.9	-1.9	2.6	-0.5	-2	0	-1.5	-0.9
Cc1ccc(NC(=O)Cn2cc(C=O)c3ccccc32)cc1C	-3	9	-2.1	-1.9	-3.2	0.3	-1.3	0	1	-3.5	-4.9
N#Cc1c(N)nc2c3c(sc(=N)c2c1N)NC(=O)CC3c1ccccc1Cl (stereo not given)	6	i	-1.8	9.4*	1.1	36*	-1.0	-9	-211	-2.9	-7.0
CCc1cccc(C)c1NC(=O)Cn1c(NCCO)nc2ccccc21	-1	-1	-0.3	1.7	-0.9	1.3	0.0	2	5	2.1	-1.0
Cc1cc(Cl)ccc1Oc1nc(-c2ccccc2)ncc1S(C)(=O)=O	0	-1	-1.4	-0.6	1.0	1.8	0.2	-32	1	-0.7	-1.4
COc1cc(S(=O)(=O)N2CCOCC2)ccc1NC(=O)COc1ccc(N(C)S(=O)(=O)c2ccc(C)cc2)cc1	-2	7	-1.6	-1.2	0.5	1.9	-0.5	0	3	-1.7	-0.6
CCC1(CC)C(=O)C2=C3C1[C@H](C(=O)OC)CC(C(=O)OC)C[C@H]3n1c(=O)n(C)c(=O)n1[C@H]2C (stereo not given in full)	0	-12	-1.5	1.4	0.5	-0.9	0.6	1	-1	0.8	1.1
COC(=O)[C@]1(Cc2ccccc2)N[C@H](c2ccc(SC3CCCCC3)c(OC)c2)[C@@H]2C(=O)N(C)C(=O)[C@@H]21	-2	14	-1.1	-2.0	-1.0	-0.4	-0.6	0	4	-1.5	-2.0
Cc1cc(NS(=O)(=O)c2ccc(NC(=O)COc3ccc(Br)cc3)cc2)nc(C)n1	-6	3	-0.8	1.6	-0.7	3.4	0.4	6	-5	-0.1	0.7
Cc1ccc(C(=O)CSc2nnc(-c3snnc3C)n2C2CC2)cc1	-3	-2	-1.4	-0.1	-0.7	0.6	-0.3	-6	-4	0.3	-1.7
CC1CN(C(=O)/C(C#N)=C2\N=C(NC(=O)c3ccc(F)cc3)c3ccccc32)CC(C)O1 (stereo not given)	-3	-2	-1.1	0.9	.	0.3	-0.1	-3	-5	-1.2	-0.3
Cn1c(=O)oc2cc(S(=O)(=O)N3CCC(C(=O)N4CCN(c5ccccc5)CC4)CC3)ccc21	4	1	-2.1	3.1	0.1	0.0	0.4	-2	-2	-2.6	1.3
Cc1ccc(CNC(=O)C2(NC(=O)Nc3ccc(C)cc3)CCCCC2)cc1	0	12	-0.4	-1.4	1.1	1.8	-0.4	-2	-5	-2.1	0.1
O=C(O)C1=C[C@H](c2ccccc2)C[C@H](OCc2ccc(CO)cc2)O1	0	-2	-0.6	-0.7	2.5	-0.1	0.3	-2	-3	1.7	0.5
O=C(NC1CCCCC1)C(c1ccccc1)N(C(=O)c1csnn1)C1CCCC1 (stereo not given)	-4	0	-0.6	0.7	0.7	-2.0	0.5	-7	0	1.6	0.5
NC(=O)C1CCN(C(=O)c2ccc(Oc3ccccc3)cc2)CC1	-4	-6	-1.5	1.7	-0.1	2.1	-0.7	1	-2	-1.1	-1.4
Cc1ccc([N+](=O)[O-])cc1NC(=O)C1CCN(S(C)(=O)=O)CC1	-1	14	-1.6	1.1	-0.9	-2.9	0.7	0	2	-0.1	1.0
COCc1cc(=O)n2[nH]c(C)cc2n1	-1	-41	-0.8	-0.4	1.4	-0.9	0.3	9	-18	0.6	0.9
Cc1ccc(Cn2cc(C(=O)c3ccc(F)cc3)c(=O)c3cc4c(cc32)OCCO4)cc1	0	-2	-1.2	-3.4	-0.8	-1.7	0.4	28	4	0.2	-0.5
CCSc1ccccc1C(=O)Nc1cccc(OC)c1	-3	-3	-1.2	-2.1	0.0	0.0	0.2	-1	-3	-2.5	-1.5
COc1ccccc1/C=C/CN1CCCCC1	-1	-2	-0.8	2.7	0.4	-3.1	-0.4	0	-2	-1.0	-1.8
Cc1[nH]n(-c2ccccc2)c(=O)c1C(c1ccc(C(=O)O)cc1)c1c(C)[nH]n(-c2ccccc2)c1=O	-1	6	2.1*	-0.6	0.1	-0.8	0.3	1	3	1.6	-4.7
Nc1ncnc(Nc2ccccc2Cl)n1	-2	-1	-1.7	-1.0	0.4	-1.1	-0.3	-1	-2	0.5	-1.1
